Bioassay records from PubChem BioAssay.
NadD block = NadD (S. aureus) enzyme inhibition | purified NadD enzyme, colorimetric absorbance read-out | inhibition, % at 20 µM | actives 0.78% (n = 360,000) | AID 602399; in the data active = inhibition above about 26%; note: some compounds past the cut are filed as inactive
DNMT1 inh = DNMT1 (human) enzyme inhibition. P26358. DNMT1 molecular beacon, Hinp1I cleavage, fluorescence. inhibition (reported as % activation of signal), % at 10 µM. actives 0.83% (n = 360,000); in the data active = inhibition above about 50%
LMPTP block = blocks human LMPTP phosphatase. actives 0.22% (n = 360,000). AID 651560. recombinant LMPTP-A, OMFP fluorogenic substrate, fluorescence intensity. inhibition, % at 20 µM. P24666;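 active = compounds that cut the enzyme signal by at least half of the control window in the single-dose screen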;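 note: plate controls were DMSO wells with enzyme plus substrate for no effect and substrate without enzyme for full effect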
Target sequence (P24666 whole entry, looked up): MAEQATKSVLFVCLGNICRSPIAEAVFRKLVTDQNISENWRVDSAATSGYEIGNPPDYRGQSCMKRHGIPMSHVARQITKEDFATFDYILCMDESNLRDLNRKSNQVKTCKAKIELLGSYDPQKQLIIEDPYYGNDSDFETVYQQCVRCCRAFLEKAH
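Test system: LMPTP-A, protein tyrosine phosphatase of low molecular weight; Input: 0.625 nM enzyme; Incubation: 50 min dark incubation at room temperature; Signal: endpoint fluorescence intensity from OMFP dephosphorylation; Read-out basis: % inhibition versus control wells.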
Scp-1 inhibitor = blocks human Scp-1 phosphatase activity. Q9GZU7. Recombinant Scp1, phosphopeptide, malachite green phosphate absorbance. inhibition, % at 20 µM. actives 0.88% (n = 340,000). AID 493091;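 active = inhibition above about 50% at 20 µM, limit read from the data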;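 note: plate controls were DMSO wells with enzyme for no effect and wells lacking enzyme for full effect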
Target sequence (Q9GZU7 76-261 limits assumed): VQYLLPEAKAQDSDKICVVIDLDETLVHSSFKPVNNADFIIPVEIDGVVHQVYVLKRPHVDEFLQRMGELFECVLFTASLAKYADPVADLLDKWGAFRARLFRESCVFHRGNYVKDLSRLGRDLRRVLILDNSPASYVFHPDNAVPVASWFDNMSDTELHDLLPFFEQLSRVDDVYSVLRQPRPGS
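Test system – truncated SCP-1 phosphatase (76-261aa) · Reagent – Phosphorylated 17-residue peptide substrate · Incubation – 45 min room-temperature reaction, 5 min colour, 30 min stabiliser · Detection – colorimetric phosphate reagent with accelerator and stabiliser, absorbance at 630 nm · Measure – % inhibition at 20 µM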
SUMO1-SIM PPI = alters human SUMO1 binding to SIM partners; P63165; SUMO1 binding to a labelled peptide, TR-FRET, 1 h; inhibition, % at 20 µM; actives 0.33% (n = 360,000); AID 602429; in the data active = inhibition above about 37%
Target sequence (P63165 whole entry, looked up): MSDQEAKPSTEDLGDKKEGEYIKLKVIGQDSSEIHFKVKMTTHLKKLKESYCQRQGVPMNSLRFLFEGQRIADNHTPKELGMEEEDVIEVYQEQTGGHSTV
TbMetRS inhib = Trypanosoma brucei MetRS inhibition; purified T. brucei MetRS, ATP depletion, Kinase-Glo luminescence; inhibition, % at 11.9 µM; actives 0.4% (n = 360,000);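 active = inhibition above a per-plate cutoff of the control wells' mean inhibition plus 3 SD, cut at about 5.5% in these data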;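 note: 0% = DMSO wells median and 100% = median of wells with control inhibitor compound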
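Measured by: Kinase-Glo luciferase luminescence reporting remaining unconsumed ATP. Material: purified T. brucei MetRS enzyme. Doses: 11.9 µM compound single dose, 0.9% DMSO. Medium: HEPES buffer containing pyrophosphatase, BSA, spermine, DTT. Times: 15 min preincubation, 2 h reaction, all 25 °C. Reagent: methionine, ATP and bulk E. coli tRNA.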
CendR NRP1 mod = modulators of CendR peptide binding to human neuropilin-1; FAM-RPARPAR peptide binding to NRP-1, fluorescence polarization; inhibition, % at 25 µM; actives 0.85% (n = 360,000); AID 602438;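 active = inhibition or corrected inhibition above about 18%, plus a signal ratio from 0.5 to 1.5, limit read from the data, passing the limit was not always enough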; note: strong numbers were not always called active
Neddyl block = inhibitors of human cullin neddylation; actives 0.58% (n = 360,000); calls only at 25 µM; P61081+Q13564; TR-FRET cullin neddylation, biochemical; in the data active = inhibition above about 36%
STEP inh = STEP (human) phosphatase inhibition. P54829. recombinant STEP, OMFP fluorogenic substrate, fluorescence. inhibition, % at 20 µM. actives 0.25% (n = 360,000). AID 588621;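 active = inhibition at 20 µM, scaled per plate between control wells, above about 37%, limit read from the data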;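 note: 0% = DMSO with enzyme and substrate and 100% = substrate only without enzyme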
Target sequence (P54829 whole entry, looked up): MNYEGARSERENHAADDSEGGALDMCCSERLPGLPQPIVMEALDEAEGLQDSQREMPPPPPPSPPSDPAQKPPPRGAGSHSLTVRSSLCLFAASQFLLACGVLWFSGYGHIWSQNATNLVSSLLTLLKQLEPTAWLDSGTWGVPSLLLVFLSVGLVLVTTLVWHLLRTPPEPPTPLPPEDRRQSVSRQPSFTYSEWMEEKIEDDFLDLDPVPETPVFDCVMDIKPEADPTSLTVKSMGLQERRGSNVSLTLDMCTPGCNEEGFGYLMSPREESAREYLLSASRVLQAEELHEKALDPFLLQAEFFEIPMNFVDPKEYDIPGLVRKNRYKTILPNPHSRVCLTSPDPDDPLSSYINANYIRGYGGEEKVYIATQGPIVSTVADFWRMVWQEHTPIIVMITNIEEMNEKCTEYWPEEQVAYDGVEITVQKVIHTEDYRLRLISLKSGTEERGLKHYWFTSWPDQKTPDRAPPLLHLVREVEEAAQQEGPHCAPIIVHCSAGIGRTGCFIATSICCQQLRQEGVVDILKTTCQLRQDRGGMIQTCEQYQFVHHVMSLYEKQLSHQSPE
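Also added – OMFP at 25 µM · Test system – STEP tyrosine phosphatase · Technique – FITC-channel fluorescence of OMFP product · Schedule – 20 min at room temperature, dark · Evaluation – control-normalized % inhibition with plate pattern correction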
SKN-1 inh = C. elegans SKN-1 inhibition | C. elegans VP596 Pgst-4::GFP/RFP ratio, acrylamide-induced, 24 h | inhibition, % at 21.8 µM | actives 0.49% (n = 360,000) | AID 624304;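 active = interference check ratio from 0.5 to 1.5 plus GFP to RFP signal ratio inhibition reaching or exceeding a fixed threshold, cut at about 30% in these data, passing the limit was not always enough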; note: some compounds called inactive have numbers as strong as hits
An asterisk follows results filed as active; i = inactive; nt = not tested or not shown.

(1) Cc1cc(OCC(=O)Nc2ccccc2C)no1
(2) CC1CC(C)CN(C(=O)c2ccc3c(=O)n(Cc4ccc5c(c4)OCO5)c(=S)[nH]c3c2)C1 (stereo not drawn)
(3) CCCC(=O)NC(c1ccc2c(c1)OCO2)c1cc(Cl)c2cccnc2c1O (stereo not drawn)
(4) O=C(NC1CCCC1)c1cccc2c1C(=O)c1ccc(Cl)cc1S2(=O)=O
(5) CC1(C)CC(=O)C(CSC(=O)c2ccccc2)C(=O)C1
(6) Cc1cc(Cn2nc(C(=O)NCc3cccc(C(F)(F)F)c3)cc2-c2ccccc2)on1
Screen / compound no.	1	2	3	4	5	6
NadD block	2.2	31.9*	14.8	-3.4	-2.2	-7.0
DNMT1 inh	-1.0	0.6	6.4	6.2	6.5	-0.4
LMPTP block	-0.6	1.1	2.1	0.3	1.7	1.8
Scp-1 inhibitor	-9.3	-12.6	-5.3	-2.3	nt	0.6
SUMO1-SIM PPI	1.2	0.2	2.4	-44.0	0.3	0.6
TbMetRS inhib	0.5	-0.3	0.5	0.3	0.2	-0.2
CendR NRP1 mod	3.2	-4.1	-21.2	14.0	-11.8	5.1
Neddyl block	i	i	i	i	i	i
STEP inh	-0.7	1.4	1.2	0.3	9.6	4.0
SKN-1 inh	-12.1	-3.5	12.6	-3.6	-3.7	-5.5

(7) N#CC1=C(C=Nc2ccccc2O)CCC1
(8) CCc1nc2ccc(C(=O)N3CCN(S(=O)(=O)CC)CC3)cn2c1N(C)Cc1cccs1
(9) O=C(CSc1ncn[nH]1)Nc1ccc2c(c1)CCC2
(10) CC(=O)c1c(C)[nH]c(C(=O)OCC(=O)N2CCCC2=O)c1C
(11) Cc1ccc(CNC(=S)Nc2ccc(NS(=O)(=O)c3ccc(C)cc3)cc2)cc1
(12) Cc1ccc(C(C)C)c(O)c1C(=O)O
Screen / compound no.	7	8	9	10	11	12
NadD block	2.6	1.3	-0.4	4.2	5.4	0.1
DNMT1 inh	3.7	1.1	4.6	4.3	-2.6	0.0
LMPTP block	-2.0	0.2	-2.0	-0.4	2.9	1.2
Scp-1 inhibitor	-1.1	nt	6.6	-6.1	-6.7	-3.5
SUMO1-SIM PPI	0.4	3.8	0.6	2.8	0.9	4.9
TbMetRS inhib	-0.5	-0.3	-1.2	-0.2	-0.2	-1.1
CendR NRP1 mod	3.1	-10.7	-1.2	-3.8	4.9	-4.7
Neddyl block	i	i	i	i	i	i
STEP inh	-4.5	-0.7	-3.6	-3.4	0.7	-0.5
SKN-1 inh	3.6	-2.8	-3.9	13.9	1.4	-1.9

(13) CCOC(=O)c1c(S(=O)(=O)Nc2cccc(Cl)c2)c(C)n(C)c1C
(14) CCC(Sc1nc(=O)cc(N)n1-c1cccc(C)c1)C(=O)Nc1cc(C)on1 (stereo not drawn)
(15) CC(=O)Nc1ccc(NC(=O)c2ccc(N(Cc3ccccc3C)S(C)(=O)=O)cc2)cc1
(16) Cc1ccc(N(CC(=O)NCc2ccccc2)S(=O)(=O)c2c(C)noc2C)cc1
(17) COc1ccc(S(=O)(=O)Nc2ccc(NC(C)=O)cc2)cc1Br
(18) CC(Sc1nc2ccccc2s1)C(=O)N1CCOCC1 (stereo not drawn)
Screen / compound no.	13	14	15	16	17	18
NadD block	-12.2	0.7	-0.5	5.8	-7.1	0.4
DNMT1 inh	-1.2	8.0	35.5	2.1	0.2	3.6
LMPTP block	0.2	-0.7	0.9	-0.9	1.1	-2.1
Scp-1 inhibitor	7.4	7.3	-13.3	-9.6	0.2	-5.2
SUMO1-SIM PPI	0.0	0.8	5.7	4.7	7.3	-0.9
TbMetRS inhib	-0.4	-1.4	-0.5	-0.2	0.6	-0.3
CendR NRP1 mod	1.9	12.7	-6.0	-3.8	17.8	4.1
Neddyl block	i	i	i	i	i	i
STEP inh	1.5	-6.6	2.1	-0.8	0.2	0.6
SKN-1 inh	7.2	2.5	2.0	6.7	2.7	-5.3

(19) Cc1ccc(C(C(=O)NC2CCCC2)N(Cc2ccc3c(c2)OCO3)C(=O)c2snc(C(N)=O)c2N)cc1 (stereo not drawn)
(20) COC(=O)CNC(=O)/C=C/c1ccc(OC)cc1
(21) CCn1c(O)c(C=NCc2ccccc2)sc1=S
(22) Cc1cccc(OCCn2c(=O)sc3ccccc32)c1
(23) O=C(Nc1ccc(O)c2c(=O)cc(-c3ccccc3Cl)oc12)c1ccc(F)cc1
(24) CC(C)c1ccccc1NC(=O)c1cccnc1
Screen / compound no.	19	20	21	22	23	24
NadD block	0.0	-3.5	-3.9	-7.9	1.2	1.8
DNMT1 inh	1.6	2.9	2.1	-3.7	9.3	8.0
LMPTP block	-0.3	-1.7	1.0	0.9	-1.4	-1.4
Scp-1 inhibitor	-0.8	0.2	-34.4	3.6	-0.5	-3.1
SUMO1-SIM PPI	5.9	-2.3	-25.0	-0.3	-5.4	-0.5
TbMetRS inhib	-0.8	-0.7	-1.0	-1.2	-0.3	-0.7
CendR NRP1 mod	5.8	-2.1	8.8	8.0	11.4	3.3
Neddyl block	i	i	i	i	i	i
STEP inh	-2.1	-0.3	1.1	0.1	0.4	0.0
SKN-1 inh	-1.8	-4.4	-6.8	7.5	7.9	0.6

(25) Cc1ccc(CCNCc2c(C(=O)O)c(C)n(-c3ccccc3)c2C)cc1
(26) COc1ccc(NC2CCCN(C(=O)c3ccc(C(C)=O)s3)C2)cc1 (stereo not drawn)
(27) O=S(=O)(c1ccc(F)cc1)c1nc(-c2ccco2)oc1Nc1ccccc1
(28) CCOc1ccc(Cl)cc1-c1cc(C(=O)NCc2ccccc2)[nH]n1
(29) CC(C)(O)C(O)COc1c2ccoc2cc2oc(=O)ccc12 (stereo not drawn)
(30) COc1ccccc1C(CNC(=O)c1oc2ccccc2c1C)N1CCCC1 (stereo not drawn)
Screen / compound no.	25	26	27	28	29	30
NadD block	-0.2	-0.6	-5.7	1.3	7.0	5.0
DNMT1 inh	-7.0	-0.2	-9.8	-6.6	3.2	-1.6
LMPTP block	-0.1	-2.0	2.9	3.3	-0.5	1.6
Scp-1 inhibitor	-4.0	3.8	-3.2	nt	28.5	-3.9
SUMO1-SIM PPI	-6.0	-6.0	1.4	3.1	2.9	-2.5
TbMetRS inhib	-0.9	-1.1	-0.9	0.4	-0.1	-0.3
CendR NRP1 mod	-12.2	2.5	12.1	-5.4	3.6	-8.5
Neddyl block	i	i	i	i	i	i
STEP inh	1.1	-0.9	0.9	-1.2	-2.8	-2.8
SKN-1 inh	3.4	-5.5	5.2	-2.9	8.4	3.3

(31) CC(=O)N1CCN(Cc2nc3cc(NC(=O)c4cccc(Br)c4)ccc3n2C)CC1
(32) c1ccc(-c2ccc(CN3C[C@@H]4C(c5ccccc5)C5(c6cccnc6)CC4(C5)[C@H]3c3ccccc3)cc2)cc1 (stereo partly drawn)
(33) Cc1ccc(Sc2oc(/C=N/n3cnnc3)cc2Br)cc1
(34) CC1=C(C(=O)Nc2ccccc2C)C2(CCCCC2)C(C(N)=O)C(=S)N1 (stereo not drawn)
(35) COc1ccccc1CNC(=O)[C@@H](NC(=O)C1CCN(C(=O)[C@@H]2CCCN2C(=O)OC(C)(C)C)CC1)C(C)C
(36) C/C(NCC(C)(C)CN(C)C)=C(/C#N)C(=O)NCc1ccccc1
Screen / compound no.	31	32	33	34	35	36
NadD block	-2.7	52.3*	2.2	3.9	-2.7	-3.3
DNMT1 inh	-1.9	7.0	-3.0	0.4	-5.9	0.4
LMPTP block	-1.5	7.1	2.0	-1.1	-2.4	-2.7
Scp-1 inhibitor	0.3	27.3	0.4	1.2	9.5	-8.1
SUMO1-SIM PPI	4.7	4.9	-18.2	2.4	4.8	2.5
TbMetRS inhib	0.5	0.1	-0.6	-0.7	0.0	-0.4
CendR NRP1 mod	1.1	-7.0	-14.0	9.7	-4.6	6.9
Neddyl block	i	i	i	i	i	i
STEP inh	1.0	2.9	-0.1	-2.9	0.5	-2.1
SKN-1 inh	5.7	-8.4	0.6	7.1	-10.7	10.5

(37) CCc1ccc(S(=O)(=O)Nc2cccc(-c3ccc4nncn4n3)c2)s1
(38) CCNC(=O)NC(=O)CSc1nnc(-c2c[nH]c3ccccc23)o1
(39) COc1ccc(OC)c(/C=N\NC(=O)c2ccc(-c3ccccc3)cc2)c1
(40) O=S(=O)(c1ccccc1Oc1ccc(Cl)cc1Cl)N1CCCCC1
(41) Cc1c(C(=O)Nc2nccs2)oc2ccc(Br)cc12
(42) Cn1c(=O)c2c(nc(OCC3COC(C)(C)O3)n2Cc2ccccc2F)n(C)c1=O (stereo not drawn)
Screen / compound no.	37	38	39	40	41	42
NadD block	2.5	-8.5	10.6	-1.4	8.4	4.9
DNMT1 inh	0.8	-2.3	-3.2	0.4	24.6	-0.8
LMPTP block	10.8	-1.1	3.5	5.0	1.0	1.0
Scp-1 inhibitor	0.7	3.7	-2.4	-9.8	1.1	2.6
SUMO1-SIM PPI	-8.7	-6.1	-9.6	2.6	7.0	-0.9
TbMetRS inhib	-1.9	-0.9	0.0	0.4	-0.3	-0.4
CendR NRP1 mod	7.2	1.2	3.0	12.1	-6.7	-14.6
Neddyl block	i	i	nt	i	i	i
STEP inh	-0.3	0.2	5.5	2.0	-0.7	1.6
SKN-1 inh	-13.5	3.1	-23.0	-2.3	19.5	8.6

(43) O=C(N1CCOCC1)N1CCC(n2nnc3cc(F)ccc32)CC1
(44) O=C(Cc1ccccc1)Nc1ccc(NC(=O)c2cccs2)cc1Cl
(45) Oc1ccc(/C=C/c2ccnc3ccccc23)cc1
(46) Cc1cc(C)c2c(=O)[nH]c(SCc3ccccc3C)nc2n1
(47) Cn1c(=O)c2c(ncn2CC(=O)NC[C@H]2O[C@@H](n3cnc4c(N)ncnc43)[C@H](O)[C@@H]2O)n(C)c1=O
(48) CCOc1ccc(CCNC(=O)COC(=O)c2nc(Cl)ccc2Cl)cc1OCC
(49) Cc1nnc(SCC(=O)Nc2ccc3c(c2)OCCO3)n1CC1CCCO1 (stereo not drawn)
Screen / compound no.	43	44	45	46	47	48	49
NadD block	3.6	-1.5	-2.8	-0.6	3.5	0.2	-4.4
DNMT1 inh	-8.9	2.8	-25.4	0.7	-22.7	-1.2	0.6
LMPTP block	-1.2	0.5	17.3	-2.9	-0.3	-1.2	-1.3
Scp-1 inhibitor	3.2	3.5	-4.9	-12.7	3.9	-7.6	-6.1
SUMO1-SIM PPI	-3.1	-1.3	-22.0	0.9	3.6	2.3	-0.3
TbMetRS inhib	-1.1	-1.5	0.9	-0.1	-0.8	0.0	-0.9
CendR NRP1 mod	-23.5	-3.9	-3.1	6.3	-14.2	4.9	-6.2
Neddyl block	i	nt	i	i	i	i	i
STEP inh	-2.4	-1.0	-2.5	0.8	-3.4	0.2	3.8
SKN-1 inh	-3.4	-9.8	-1.0	11.4	9.5	12.6	-21.0
